Bioassay records: PubChem BioAssay, National Center for Advancing Translational Sciences (NCATS)
FUS yeast rescue = FUS proteinopathy suppression in yeast | S. cerevisiae FUS-expressing, growth rescue, OD600, 24 h | Potency, µM (top dose mostly 76.6 µM), for the others: at the highest dose growth rescue (activation), hits mostly activators | actives 0.24% (n = 390,000);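 note: potency is the fitted concentration of half-maximal effect; plate controls were DMSO vehicle for no effect and reference control for full effect; nearly all actives have a fitted effect of over 55% in size; some results filed as inactive show a strong effect at the top dose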
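Galactose (2%) drives FUS expression in yeast precultured in raffinose; seeding density OD 0.005. Test compounds incubated 24hr at 30C and 99% humidity before absorbance at 600 nm was measured.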
TDP-43 yeast inh = TDP-43 toxicity inhibition in yeast. TDP-43 expressing yeast growth rescue, BacTiter-Glo, 24 h. Potency, µM (highest dose often 46.1 µM), for inactives: at the highest dose growth rescue (activation), usual class: activators. actives 1.8% (n = 410,000). AID 652104; note: potency is the fitted concentration of half-maximal effect; % of control where 0% means no effect; nearly all actives have a fitted effect of over 50% in size
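Luminescence from BacTiter-Glo reports growth of TDP-43-expressing yeast after 24 hr at 30 deg C with compound. Cells were raffinose-pregrown to mid-log, then seeded in galactose medium at OD600=0.02.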
MmCpn inh = blocks the Methanococcus maripaludis chaperonin Mm-Cpn | purified Mm-Cpn ATPase, ADP Transcreener TR-FRET | Potency, µM (series often up to 76.9 µM), without a hit: top-dose activity, negative = inhibition, hits mostly inhibitors | actives 0.031% (n = 330,000) | AID 504842; note: potency is the fitted concentration of half-maximal effect; % is set by controls: 0 for no effect and ±100 for the full control effect; nearly all actives have a fitted effect of over 80% in size
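ATP (10 uM final) was added to archaeal chaperonin (25 nM final) after 10 min exposure to test compound at 37°C; after 30 min further incubation, ADP was detected by competitive TR-FRET.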
Abeta yeast res = A-beta toxicity reversal in yeast. yeast expressing A-beta42, growth rescue, OD600, 48 h; response scale: 0% DMSO, 100% iron-clioquinol control. Potency, µM (highest dose often 46.1 µM), inactives show top-dose growth rescue, hits mostly activators. actives 0.063% (n = 410,000). AID 1347071; note: potency is the fitted concentration of half-maximal effect; nearly all actives have a fitted effect of over 55% in size
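Yeast A-beta toxicity model in growth medium with pinned compounds, 48 h at 30 C; growth read as absorbance at 600 nm. Normalized to FeCl3/clioquinol equimolar mix (positive) and DMSO (negative).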
GLP-1R inv ag = GLP-1 receptor (human) inverse agonism | HEK293 GLP-1R CRE-luciferase, luminescence, 24 h; GLP-1R form is constitutively active | Potency, µM (doses to about 38.3 µM), for inactives: at the top dose activity change, negative = inhibition, usual class: inhibitors | P43220 | actives 1.6% (n = 410,000); note: potency is the fitted concentration of half-maximal effect; % is set by controls: 0 for no effect and ±100 for the full control effect; nearly all actives have a fitted effect of over 55% in size
Target sequence (P43220 whole entry, looked up): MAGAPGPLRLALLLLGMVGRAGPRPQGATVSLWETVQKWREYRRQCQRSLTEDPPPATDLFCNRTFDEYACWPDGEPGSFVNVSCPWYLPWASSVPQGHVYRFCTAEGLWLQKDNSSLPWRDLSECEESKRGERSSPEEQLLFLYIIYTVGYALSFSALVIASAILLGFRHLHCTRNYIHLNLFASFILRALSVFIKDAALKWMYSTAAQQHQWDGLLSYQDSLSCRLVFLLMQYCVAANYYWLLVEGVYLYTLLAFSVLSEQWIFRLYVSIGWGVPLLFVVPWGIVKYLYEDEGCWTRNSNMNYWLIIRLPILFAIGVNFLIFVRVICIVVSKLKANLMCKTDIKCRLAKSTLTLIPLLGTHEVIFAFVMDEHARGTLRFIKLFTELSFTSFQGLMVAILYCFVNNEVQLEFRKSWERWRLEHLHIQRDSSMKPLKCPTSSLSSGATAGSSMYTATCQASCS
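Readout was luciferase luminescence, measured 12 min after detection reagent at room temperature. Beforehand, GLP-1R reporter HEK293 cells had sat 12 h, then received compounds for 24 hr at 37 deg C.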
aSyn yeast inh = alpha-synuclein toxicity inhibition in yeast. Potency, µM (highest dose often 46.1 µM), without a hit: at the top dose growth rescue (activation), actives largely listed as activators. actives 0.14% (n = 370,000). AID 652106. Yeast expressing alpha-synuclein, growth rescue, BacTiter-Glo, 24 h; note: potency is the fitted concentration of half-maximal effect; % of control where 0% means no effect; nearly all actives have a fitted effect of over 65% in size
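Rescue of yeast growth: cells expressing toxic alpha-synuclein, induced in galactose at OD600 0.02, incubated with compound 24 h at 30 C. ATP luminescence quantified growth; inhibitors of toxicity appear as activators.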
HEK293 tox = cytotoxicity in counter-screen for GLP-1R inverse agonists; AID 624418; HEK293 cAMP-luciferase reporter cells, luminescence, 24 h; Potency, µM (highest dose often 38.3 µM), without a hit: top-dose activity change, negative = inhibition, hits mostly inhibitors; actives 0.13% (n = 410,000);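 note: loss of luciferase light is scored as toxicity; potency is the fitted concentration of half-maximal effect; % is set by controls: 0 for no effect and ±100 for the full control effect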
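Luminescence readout: signal drop marks cytotoxicity. Plated cells grew 12 h at 37 °C, 5% CO2, received 23 nL compound for 24 h, then got luciferase reagent, read after 12 min at RT.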
Akt phos inh = inhibitors of Akt phosphorylation. Neuro2A IGF-stimulated pAkt S473 HTRF, 20 min; active compounds read low. activity change, % for hits at 50 µM. actives 0.32% (n = 360,000); in the data active = activity change below about -80%; inconclusive = mostly about -51% to -80%; note: % is set by controls: 0 for no effect and ±100 for the full control effect
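Neuro2A cells (4,500/well, DMEM with 0.5% FBS) were treated with compound at a single 50 µM final concentration, stimulated with 6 nM IGF for 20 min at 37 °C, and lysed. Phospho-Akt Ser473 was read by HTRF as 665/615 ratio ×10^4.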
PTHR1 ag = agonists of human PTHR1 parathyroid hormone receptor | actives 0.075% (n = 410,000) | HEK293 GP2 PTHR1 cells, GloSensor cAMP luminescence, 1 h | Q03431 | Potency, µM (top dose mostly 115 µM), for the others: top-dose activation, actives largely listed as activators; note: potency is the fitted concentration of half-maximal effect; nearly all actives have a fitted effect of over 55% in size; some results filed as inactive show a strong effect at the top dose; inactives centre near -15; many of its hits are not listed in these tables
Target sequence (Q03431 whole entry, looked up): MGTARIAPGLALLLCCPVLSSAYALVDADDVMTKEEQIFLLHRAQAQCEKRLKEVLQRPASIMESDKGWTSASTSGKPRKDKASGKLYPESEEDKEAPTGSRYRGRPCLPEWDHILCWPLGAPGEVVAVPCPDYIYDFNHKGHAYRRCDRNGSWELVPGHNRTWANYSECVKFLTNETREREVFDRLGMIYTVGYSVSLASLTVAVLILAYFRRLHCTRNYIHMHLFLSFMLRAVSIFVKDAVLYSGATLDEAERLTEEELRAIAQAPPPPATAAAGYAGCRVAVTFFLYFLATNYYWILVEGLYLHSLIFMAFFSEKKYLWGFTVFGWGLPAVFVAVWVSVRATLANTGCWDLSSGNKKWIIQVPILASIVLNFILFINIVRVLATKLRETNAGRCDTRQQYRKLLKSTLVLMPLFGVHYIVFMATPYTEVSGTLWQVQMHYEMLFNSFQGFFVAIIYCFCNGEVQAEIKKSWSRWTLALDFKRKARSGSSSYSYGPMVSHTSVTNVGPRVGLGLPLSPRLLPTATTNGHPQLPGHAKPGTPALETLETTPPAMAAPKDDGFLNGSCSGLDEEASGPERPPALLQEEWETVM
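HEK-293-derived GP2 cells expressing PTHR1 and a GloSensor cAMP reporter, 3,000/well, plated overnight, given luciferin plus IBMX (each 0.5 mM as added) for 1 h at 37 °C, then compound for 1 h at 37 °C. Luminescence was read after 15 min at room temperature.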
* hit, by the source's call; i = inactive; ? = inconclusive; . = not tested or not shown; [ ] = dose if it differs, or a comment. Unless noted, calls come from the whole dose curve; as a rule, active = well fitted curve in the direction sought with a large enough effect; inconclusive = small, poorly fitted or top-dose-only effect, or another doubt; inactive = no such curve, though single readings can be large; an effect the other way counts as inactive or inconclusive.

SMILES	FUS yeast rescue	TDP-43 yeast inh	MmCpn inh	Abeta yeast res	GLP-1R inv ag	aSyn yeast inh	HEK293 tox	Akt phos inh	PTHR1 ag
Cn1sc(NC(=O)c2ccccc2Cl)nc1=O	0%	2%	3%	9%	-3%	1%	-1%	i	i
CCC(C)NC(=S)N(Cc1cc2cc(C)ccc2n2nnnc12)CC(C)(C)NC(C)C (stereo not drawn)	-14%	6%	-1%	9%	-2%	10%	-1%	i	-13%
Cn1nccc1C(=O)NC1CCCc2c1cnn2-c1ccc(F)cc1F (stereo not drawn)	14%	11%	-1%	7%	10%	-11%	20%	i	-35%[inhibitor]
COc1ccccc1CNc1ccc(-c2nc(-c3cccnc3)no2)cc1[N+](=O)[O-]	-11%	18%	.	-2%	5%	.	-8%	.	i
O=C1OCCN1C(=O)[C@H]1[C@H](c2ccc([N+](=O)[O-])cc2)C(c2cccc(Cl)c2)=NN1c1ccccc1	?	-2%	2%	14%	?	-2%	-20%	i	i
CC(C)n1ncc2c(C(=O)N3CCN(c4ccc(F)cc4)CC3)cc(-c3ccccc3)nc21	36%	5%	-1%	?	?	0%	6%	i	-39%
COc1cccc(-c2nn(-c3ccccc3)cc2CN(C)Cc2c(C)nc3ccccn23)c1	-3%	9%	-6%	4%	?	4%	-10%	i	-20%
CCOP(=O)(c1ccc(N(C)C)cc1)C(O)c1ccc(Cl)cc1 (stereo not drawn)	16%	24%	-6%	5%	-15%	5%	-13%	i	-7%[57.5 µM]
Cn1cccc1C(=O)/C(C#N)=C/c1ccc(F)cc1	3%	-12%	2%	1%	7%	15%	6%	i	-35%[inhibitor]
COc1cc(-c2nc3ccc(Cl)cn3c2Nc2ccc3c(c2)OCO3)ccc1O	20%	0%	.	-3%	?	.	0%	.	i
O=C(CSc1nnc(-c2ccc(O)cc2)o1)NNC(=O)c1ccncc1	1%	-14%	-25%	-13%	3%	-8%	17%	i	i
CCCCNC(=O)COC(=O)c1cc(F)c(F)cc1Cl	10%	4%	-1%	11%	0%	0%	-3%	i	-20%[57.5 µM]
CS(=O)(=O)c1ncc(CO)n1Cc1ccccc1	0%	-14%[9.22 µM]	3%	-8%	13%	-3%	-4%	i	i
O=C(C[C@H]1C/C=C\C[C@H](Cc2ccc(F)cc2)C(=O)OCCNC1=O)NCCO	11%	13%	1%	1%	-1%	1%	-1%	i	i
Cc1ccccc1N1CC(c2nnc(NC(=O)c3ccco3)s2)CC1=O (stereo not drawn)	-12%	3%[9.22 µM]	.	-10%	10%	.	5%	.	-14%
O=c1[nH]cc(S(=O)(=O)c2ccccc2)[nH]1	-20%	11%	0%	-13%	7%	-3%	2%	i	i
CCCCN(C(=O)COC(=O)COc1c(C)cc(C)cc1C)c1c(N)n(CCC)c(=O)[nH]c1=O	24%	1%	1%	3%	9%	2%	-19%	i	i
Nc1cccc(Oc2c(F)c(F)c(Oc3cccc(N)c3)c(F)c2F)c1	26%	5.6µM*	0%	-67%[inhibitor]	?	-13%	13%	i	-12%
O=C(C1CCCN(Cc2ccc([N+](=O)[O-])cc2)C1)N1CCCCC1 (stereo not drawn)	-27%	8%	-8%	2%	-21%	-3%	5%	i	-72%[inhibitor]
O=C1N(C2CCCC2)C[C@@H]2C[C@@H](c3cccn3-c3nccs3)N3CCC[C@@]123	56%	-17%	-1%	-7%	-29%	-13%	-6%	i	19%
COc1ccccc1C(=O)n1nc(-c2ccco2)nc1SC	-12%	-10%	-1%	-12%	-8%	-3%	-19%	i	-22%
C[C@H](CO)N1C[C@H](C)[C@@H](CN(C)S(C)(=O)=O)Oc2c(NC(=O)Nc3ccc4c(c3)OCO4)cccc2C1=O	9%	-10%	-2%	-6%	17%	-3%	-2%	i	-21%
O=C(O)Cn1c(SCCOc2ccc(Cl)cc2)nc2ccccc21	1%	-10%	-5%	7%	-11%	-10%	-10%	i	-46%[inhibitor]
CCOc1ccc(S(=O)(=O)NCc2csc(C)n2)cc1	0%	-9%	1%	7%	0%	1%	4%	i	i
Cc1cc(=O)c2c(N(C)C)cccc2[nH]1	10%	0%	.	0%	6%	-1%	-3%	i	i
CSc1ccc(C(C(C(=O)c2cccs2)N2CCOCC2)N2CCOCC2)cc1 (stereo not drawn)	4%	6%	-2%	10%	?	24%	-10%	i	i
N#Cc1ccc(NC(=O)COC(=O)CNC(=O)C2CCCCC2)cc1	4%	12%	1%	9%	5%	1%	-9%	i	i
COc1ccccc1CNC(=O)C1CCCN(S(=O)(=O)c2cccc3cccnc23)C1 (stereo not drawn)	16%	1%	0%	8%	-14%	2%	-21%	i	-36%
Cc1nn(-c2cccc(Cl)c2)c2nc(-c3ccco3)cc(C(=O)O)c12	.	0%	0%	-10%	-1%	-18%	3%	i	-12%
COc1ccccc1NC(=O)c1cc(-c2ccc(C)o2)nc2ccccc12	-1%	-7%	-8%	-27%	5%	-4%	-2%	i	-7%
COc1ccc(N2CCN(C(=O)CCCn3c(=S)[nH]c4cc5c(cc4c3=O)OCO5)CC2)cc1	50%	-19%	1%	-9%	30%[activator]	.	-17%	.	0%
COc1cccc(/C=C/C(=O)OCC(=O)NC(=O)NC2CCCCC2)c1	.	11%	2%	24%	-17%	2%	4%	i	-29%
CCC(C)NC(=O)CSc1nc2cc3c(cc2c(=O)n1CCCCCC(=O)NCc1ccc2c(c1)OCO2)OCO3 (stereo not drawn)	6%	12%	.	1%	13%	.	7%	.	-12%
Cc1noc(NS(=O)(=O)c2ccc(N/C=C/C(=O)c3ccc(F)cc3)cc2)c1C	0%	-5%	-1%	-2%	-6%	11%	-20%	i	-19%
COc1ccc(NC(=O)CN(c2ccc([N+](=O)[O-])cc2)S(=O)(=O)c2ccccc2)c(OC)c1	31%	5%	-1%	15%	?	11%	18%[1.53 µM]	i	-16%
OC1(c2ccccc2)Cc2cccc[n+]2C1c1ccccc1 (stereo not drawn)	-5%	5%	1%	6%	-3%	2%	6%	i	i
NS(=O)(=O)c1ccc(CNC(=O)c2cc(=O)[nH]c3ccccc23)cc1	12%	-1%	1%	-3%	16%	-5%	3%	i	i
COc1ccc(NS(=O)(=O)c2cc(NC(=O)Cc3c(F)cccc3Cl)ccc2OC)cc1	.	0%	-3%	3%	5%	8%	5%	i	-8%
CN(CCC#N)C(=O)c1cc2c(s1)-c1ccccc1SC2	19%	0%	-2%	4%	3%	3%	11%	i	-23%
O=C(COC(=O)c1c(F)cccc1Cl)NCC1CCCCC1	12%	?	5%	-4%	?	-1%	7%	i	i

In a second layout: entries from further up.
| smiles | FUS yeast rescue | TDP-43 yeast inh | MmCpn inh | Abeta yeast res | GLP-1R inv ag | aSyn yeast inh | HEK293 tox | Akt phos inh | PTHR1 ag |
| --- | --- | --- | --- | --- | --- | --- | --- | --- | --- |
| COc1cccc(/C=C/C(=O)OCC(=O)NC(=O)NC2CCCCC2)c1 | . | 11% | 2% | 24% | -17% | 2% | 4% | i | -29% |
| CCC(C)NC(=O)CSc1nc2cc3c(cc2c(=O)n1CCCCCC(=O)NCc1ccc2c(c1)OCO2)OCO3 (stereo not drawn) | 6% | 12% | . | 1% | 13% | . | 7% | . | -12% |
| Cc1noc(NS(=O)(=O)c2ccc(N/C=C/C(=O)c3ccc(F)cc3)cc2)c1C | 0% | -5% | -1% | -2% | -6% | 11% | -20% | i | -19% |
| COc1ccc(NC(=O)CN(c2ccc([N+](=O)[O-])cc2)S(=O)(=O)c2ccccc2)c(OC)c1 | 31% | 5% | -1% | 15% | ? | 11% | 18%[1.53 µM] | i | -16% |
| OC1(c2ccccc2)Cc2cccc[n+]2C1c1ccccc1 (stereo not drawn) | -5% | 5% | 1% | 6% | -3% | 2% | 6% | i | i |
| NS(=O)(=O)c1ccc(CNC(=O)c2cc(=O)[nH]c3ccccc23)cc1 | 12% | -1% | 1% | -3% | 16% | -5% | 3% | i | i |
| COc1ccc(NS(=O)(=O)c2cc(NC(=O)Cc3c(F)cccc3Cl)ccc2OC)cc1 | . | 0% | -3% | 3% | 5% | 8% | 5% | i | -8% |
| CN(CCC#N)C(=O)c1cc2c(s1)-c1ccccc1SC2 | 19% | 0% | -2% | 4% | 3% | 3% | 11% | i | -23% |

Following part.
SMILES	FUS yeast rescue	TDP-43 yeast inh	MmCpn inh	Abeta yeast res	GLP-1R inv ag	aSyn yeast inh	HEK293 tox	Akt phos inh	PTHR1 ag
O=C(NCc1ccccc1)C1CCN(C(=O)Cc2ccccc2)CC1	14%	8%	-1%	13%	-8%	6%	7%	i	i
COc1ccnc(Oc2ccc(F)cc2)c1C(=O)N/C=N/OCc1ccc(Cl)cc1Cl	39%	-16%	0%	-2%	11%	0%	9%	i	-6%[57.5 µM]
N#Cc1c(NC(=O)c2cc(-n3cnnc3)ccc2Cl)sc2c1CCCC2	?	13%	-1%	6%	5%	10%	-12%	i	-33%[inhibitor][57.5 µM]
CCOc1ccc(N(CC(=O)N2CC=C(c3ccccc3)CC2)S(=O)(=O)c2c(C)noc2C)cc1	44%	3%	-1%	22%	?	-2%	11%	i	i
N#Cc1ccc(NC(=S)NCCN2CCOCC2)cc1	14%	-15%	1%	-3%	5%	6%	9%	i	2%
CCCCC(=O)Nc1ccc(C(=O)NNC(=S)NC(=O)c2cccs2)cc1	34%	-7%	-1%	-26%	-6%	-1%	-2%	i	-3%
Cc1c(C(=O)NNC(=S)NCc2ccc(Cl)cc2)oc2ccccc12	.	27%	7%	0%	-12%	2%	9%	i	i
CCOCCCNCc1cccc(OCc2ccc(F)cc2)c1	-6%	-9%	0%	-2%	-23%	-5%	-3%	i	-19%

An excerpt. The share of hits here may be higher or lower than overall.
